IDE cell inh – human IDE inhibitors in live cells, primary screen, fluorescence polarization, HEK cells, FAbetaB substrate; Insulin-degrading enzyme (Homo sapiens), P14735; FAbetaB cleavage; inhibition, % at 5.59 µM; 320,000 compounds, 0.41% hits;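 active = percent inhibition above the average of all tested compounds plus 3 SD, set per screening campaign, cut at about 16% in these data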;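 note: IDE supplied by intact live HEK cells; FP after avidin binding of uncleaved biotin substrate so inhibition keeps polarization high; 0% = DMSO wells and 100% = 60 µM reference IDE inhibitor Ii1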
pCIP destab – p/CIP-EGFP fusion destabilizers, primary screen, fluorescence, F442A cells. Q05BA5. 16 h. decrease of EGFP signal, % at 10 µM. 290,000 compounds, 0.01% hits. AID 1984, 2009;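 active = EGFP signal decrease of at least 30% at 10 µM or well 3 SD below plate mean, unless failing retest; inactive = the rest, including hits failing retest or dose response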; note: some compounds called inactive have numbers as strong as hits; many of its hits are not listed in these tables
Target sequence (Q05BA5 1-1403): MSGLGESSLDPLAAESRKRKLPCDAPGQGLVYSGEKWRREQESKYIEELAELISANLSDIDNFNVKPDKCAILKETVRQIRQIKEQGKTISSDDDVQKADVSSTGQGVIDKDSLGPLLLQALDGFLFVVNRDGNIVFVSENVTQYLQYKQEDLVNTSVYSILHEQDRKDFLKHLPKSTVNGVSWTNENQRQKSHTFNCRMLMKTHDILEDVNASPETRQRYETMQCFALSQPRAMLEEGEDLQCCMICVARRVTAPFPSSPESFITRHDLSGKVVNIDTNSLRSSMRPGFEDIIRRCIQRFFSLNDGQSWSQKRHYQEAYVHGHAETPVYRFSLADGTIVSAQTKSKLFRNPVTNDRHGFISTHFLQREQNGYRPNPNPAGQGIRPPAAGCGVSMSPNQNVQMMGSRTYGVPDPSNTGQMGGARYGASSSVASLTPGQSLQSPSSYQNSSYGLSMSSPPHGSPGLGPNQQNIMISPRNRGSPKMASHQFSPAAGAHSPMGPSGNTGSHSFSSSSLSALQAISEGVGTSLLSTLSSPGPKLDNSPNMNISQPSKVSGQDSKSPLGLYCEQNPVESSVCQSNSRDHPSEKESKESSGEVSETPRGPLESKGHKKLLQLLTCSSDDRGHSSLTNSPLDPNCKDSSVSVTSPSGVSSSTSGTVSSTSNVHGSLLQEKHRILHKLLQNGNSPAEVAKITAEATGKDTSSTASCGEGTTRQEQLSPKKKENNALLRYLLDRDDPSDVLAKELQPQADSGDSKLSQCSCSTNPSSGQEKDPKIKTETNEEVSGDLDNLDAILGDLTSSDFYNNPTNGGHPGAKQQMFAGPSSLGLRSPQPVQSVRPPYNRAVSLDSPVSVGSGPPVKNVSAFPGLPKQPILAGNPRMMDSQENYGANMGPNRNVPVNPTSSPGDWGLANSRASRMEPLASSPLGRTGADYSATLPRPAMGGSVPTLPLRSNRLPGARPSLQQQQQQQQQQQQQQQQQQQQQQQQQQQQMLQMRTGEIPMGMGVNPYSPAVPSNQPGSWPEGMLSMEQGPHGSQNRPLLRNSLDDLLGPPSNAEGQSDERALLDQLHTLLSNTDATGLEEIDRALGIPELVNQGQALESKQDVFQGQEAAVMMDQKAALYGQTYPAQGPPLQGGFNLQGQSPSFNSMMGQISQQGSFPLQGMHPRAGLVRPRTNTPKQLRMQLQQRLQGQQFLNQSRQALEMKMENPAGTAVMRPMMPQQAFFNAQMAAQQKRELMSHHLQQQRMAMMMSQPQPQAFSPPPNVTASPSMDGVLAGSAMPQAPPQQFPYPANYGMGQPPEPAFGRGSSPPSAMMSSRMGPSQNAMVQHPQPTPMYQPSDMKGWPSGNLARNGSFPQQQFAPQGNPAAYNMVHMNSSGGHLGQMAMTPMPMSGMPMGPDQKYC
M18AAP inhibitor – PfM18AAP inhibitors, malaria aminopeptidase, primary screen, biochemical, QFRET, recombinant enzyme. inhibition, % at 7.35 µM. H-Glu-NHMec fluorogenic cleavage. 290,000 compounds, 1.2% hits. M18 aspartyl aminopeptidase (Plasmodium falciparum 3D7). AID 1822, 2009;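 active = inhibition above the campaign mean inhibition over all tested compounds plus 3 SD, cut at about 28% in these data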;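 note: 0% = plate median of test compound wells and 100% = 2 mM ZnCl2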
IDE act – human IDE activators in live cells, primary screen, fluorescence polarization, HEK cells, FAbeta-B substrate | Insulin-degrading enzyme (Homo sapiens), P14735 | FAbeta-B cleavage; 0% vehicle, 100% cell-free pure enzyme wells | activation, % at 5.96 µM | 340,000 compounds, 0.073% hits;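 active = activation above the mean of all tested compounds plus 3 SD, set per screening campaign, cut at about 17% in these data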
MEKK2mut PB1 HTS – MEK5 binding signal on mutant MEKK2 PB1, primary screen, biochemical, multiplex bead flow cytometry, Alexa488-MEK5; 290,000 compounds, 0.35% hits; percent response, % at 10 µM; AID 1530, 2009; Alexa488-MEK5 binding to MEKK2 mutant; in the data active = percent response above about 24%, passing the limit was not always enough; note: inactives centre near 1; some results filed as inactive read as strong as hits; reference of the scale not given here
MEKK3 PB1 HTS – modulators of MEKK3-MEK5 PB1 binding, primary screen, biochemical, wildtype MEKK3, multiplex bead flow cytometry, Alexa488-MEK5 | 290,000 compounds, 1.4% hits | bead-based flow cytometry, Alexa488-MEK5 binding to MEKK3; actives lie on both sides; 0 = blocked by unlabeled MEK5, 100 = vehicle | Mitogen-activated protein kinase kinase kinase 3 (Homo sapiens), Q99759 | binding response (% of control), % at 10 µM;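 active = binding response more than 3 SD above or below the average of its plate-row segment, actives on both sides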;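 note: Alexa488 bead fluorescence after subtracting the streptavidin-only scavenger bead signal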
NALP1 inh – NALP1 inflammasome inhibitors in reconstituted yeast, colorimetric, S. cerevisiae, triplicate retest; inhibition, % at 10 µM; 280,000 compounds, 0.61% hits; S. cerevisiae NALP1/ASC/caspase-1 growth, X-gal OD620, 72 h; AID 2071, 2009; in the data active = inhibition mostly above about 24%, no sharp cut-off; inactive = mostly below about 32%; note: some compounds called inactive have numbers as strong as hits
MEKK2wt PB1 HTS – modulators of MEK5 binding to wildtype MEKK2, primary screen, biochemical, multiplex bead flow cytometry, Alexa488-MEK5; Mitogen-activated protein kinase kinase kinase 2 (Homo sapiens), Q9Y2U5; Alexa488-MEK5 binding to MEKK2 WT; actives lie on both sides; binding response (% of control), % at 10 µM; 290,000 compounds, 1.1% hits; AID 1531, 2009; in the data active = binding response below about 67% or above about 130%
UBC9 SUMO inh – inhibitors of in vitro SUMOylation cascade, primary screen, biochemical, HTRF, uHTS; SUMO-conjugating enzyme UBC9 (Homo sapiens), P63279; HTRF SUMOylation assay, SAE1/SAE2 + UBC9; 290,000 compounds, 0.36% hits; inhibition, % at 35 µM; in the data active = inhibition above about 50%, passing the limit was not always enough; note: strong numbers were not always called active
The depositor's hits bear a star; . = no result given.

SMILES	IDE cell inh	pCIP destab	M18AAP inhibitor	IDE act	MEKK2mut PB1 HTS	MEKK3 PB1 HTS	NALP1 inh	MEKK2wt PB1 HTS	UBC9 SUMO inh
CC(NC(=O)Cc1ccc(F)cc1)C(c1cccs1)N1CCN(C)CC1 (stereo not drawn)	-3.6	-0.2	3.3	2.5	6.0	98.0	8.4	104.0	-43.1
O=C(NCCc1ccc2c(c1)OCCO2)c1ccc([N+](=O)[O-])cc1Cl	4.7	7.2	-1.4	4.5	0.0	117.0	30.2	113.0	3.3
COc1ccccc1Nc1nc(NCC2CCCO2)c2ccccc2n1 (stereo not drawn)	-1.1	-17.1	-1.0	-4.2	-14.0	99.0	25.5	102.0	9.9
Cc1cnc(NC(=O)Cc2ccccc2F)s1	-1.2	2.8	1.8	-0.8	-2.0	102.0	8.8	100.0	-5.7
CCCn1nc(C(=O)Nc2cc(C(=O)OC)ccc2C)c2ccccc2c1=O	2.2	-2.8	-0.7	9.8	-5.0	90.0	1.8	90.0	26.8
CSc1ccccc1NC(=O)C1C2CCC(C2)C1C(=O)O (stereo not drawn)	6.8	-3.9	-0.9	3.3	-13.0	92.0	-8.6	80.0	10.7
O=C(O)c1ccc2c(c1)C(=O)N(c1cccc(S(=O)(=O)Nc3cccc(C(F)(F)F)c3)c1)C2=O	2.6	-7.6	-6.4	0.8	1.0	104.0	2.2	101.0	11.0
Cc1ccc(SCC(=O)OCC(=O)NC2(C#N)CCCCC2)cc1	.	2.6	-5.7	-2.8	-3.0	99.0	2.0	100.0	3.6
Cc1ccc(NC(=O)C2CC(=O)N(CCc3ccccc3)C2)c(C)c1 (stereo not drawn)	-4.5	8.9	-5.5	2.6	4.0	103.0	-4.3	103.0	19.3
CCNNC(=O)C(O)(Cc1ccccc1)Cc1ccccc1	3.6	2.6	3.5	-2.1	6.0	104.0	4.7	100.0	-0.1
Cc1ccc(C(O)c2nc3ccccc3n2C(C)C)cc1 (stereo not drawn)	3.8	-5.9	-4.0	6.0	.	.	5.9	.	14.9
Cc1ccc(S(=O)(=O)N2CCCCC2)cc1C(=O)Nc1ccc2cn[nH]c2c1	0.1	-19.9	0.4	3.2	4.0	107.0	9.0	108.0	-10.0
Cc1sc(NC(=O)Cc2ccc3c(c2)OCO3)nc1-c1ccc2c(c1)CCN2C(=O)c1ccccc1F	-2.3	-2.6	1.9	4.8	-1.0	106.0	22.5	105.0	-16.6
O=C(Cn1ncc2c([nH]c3ccccc32)c1=O)N1CCCCC1	3.3	8.5	-6.2	1.9	-1.0	99.0	3.3	99.0	4.2
CC(C)OP(=O)(OC(C)C)C(Nc1ccc([N+](=O)[O-])cc1)c1cccc([N+](=O)[O-])c1 (stereo not drawn)	0.5	8.8	-3.0	2.7	-1.0	99.0	4.5	96.0	-7.6
COCn1c(=O)c2c(nc(SC3=NCCS3)n2Cc2ccccc2C)n(COC)c1=O	-0.7	-5.8	-0.1	-5.6	-3.0	97.0	17.6	96.0	0.7
CC(=O)c1c(C(C)=O)c(C)n(-c2ccc(N)c(C)c2)c1C	3.2	-14.3	32.4*	0.1	7.0	107.0	18.8	110.0	21.8
Cc1ccc(CSc2ncnc3onc(C)c23)cc1	3.9	-10.4	4.2	-0.2	3.0	102.0	-31.6	103.0	1.7
COc1cccc(/C=N/n2c(C3CCCCC3)n[nH]c2=S)c1O	.	39.7	15.8	0.0	9.0	107.0	1.0	110.0	-2.5
CCCCN(C)C(=O)c1ccc(S(=O)(=O)N2CCOCC2)cc1	0.9	-14.2	-18.5	0.8	-3.0	100.0	-7.5	101.0	-1.3
COc1ccc(-n2c(=S)[nH]c3ccccc3c2=S)cc1	-0.1	7.0	13.2	1.0	3.0	99.0	8.0	101.0	14.4
Cc1cc(F)ccc1NC(=S)NCCc1ccccc1	.	-7.5	-8.4	7.3	-3.0	102.0	-1.4	97.0	2.5
CC(=O)C1=C(C)NC(=O)NC1c1cccc(O)c1 (stereo not drawn)	0.6	10.9	0.0	-0.5	0.0	104.0	4.3	104.0	4.8
Cc1cc(C)cc(NS(=O)(=O)c2ccc3[nH]c(=O)[nH]c3c2)c1	2.6	-1.1	-0.1	4.2	3.0	102.0	2.1	106.0	3.0
CC(=O)c1ccc(OCCCC(=O)NC2=NCCS2)cc1	0.2	5.6	0.7	1.8	-5.0	97.0	14.9	90.0	-15.6

(more compounds)
SMILES	IDE cell inh	pCIP destab	M18AAP inhibitor	IDE act	MEKK2mut PB1 HTS	MEKK3 PB1 HTS	NALP1 inh	MEKK2wt PB1 HTS	UBC9 SUMO inh
CCCn1c(=O)c2ccccc2n2c(SCC(N)=O)nnc12	-2.1	2.0	-8.9	6.0	9.0	103.0	-9.9	111.0	20.3
CC(C)C(=O)c1cc2c(cc1NC(=O)c1cccs1)OCCO2	6.2	-2.2	-0.7	-5.8	8.0	102.0	14.8	103.0	-16.6
COc1ccc(CCNC(=O)Oc2ccccc2)cc1OC	-1.8	-3.2	-7.9	-1.6	0.0	104.0	2.6	102.0	22.5
CCN1CCN(C(c2cccc(OC)c2OC)c2nnnn2Cc2ccco2)CC1 (stereo not drawn)	4.2	-5.2	0.6	6.5	-7.0	99.0	2.0	89.0	9.8
CC1(C)CC(=O)C2=C(C1)N(c1cccnc1)C(N)=C(C#N)C2c1cccs1 (stereo not drawn)	6.2	-5.3	8.7	-2.2	-2.0	95.0	12.1	94.0	16.1
CC(C)c1nc(CNC(=O)C2CCC(=O)N(CCc3cccc(F)c3)C2)cs1 (stereo not drawn)	.	-10.4	-1.2	5.1	2.0	103.0	-3.5	100.0	0.7
CCOc1ccc2[nH]c3c(NCCO)ncnc3c2c1	.	0.5	-3.6	-2.2	0.0	99.0	-2.9	103.0	11.9
COc1cccc(-c2nc(NCCN3CCOCC3)c3ccccc3n2)c1O	3.0	-7.0	0.2	2.4	-2.0	101.0	22.0	108.0	0.0
COc1ccc(CN(C)C2CCCCC2)cc1	-2.3	-6.1	-1.0	9.3	8.0	105.0	20.6	108.0	-7.3
O=C(NC(=S)Nc1c(Cl)ccc2nsnc12)c1ccccc1F	-2.3	-14.6	13.2	4.9	-4.0	102.0	12.5	97.0	.
O=C(CSc1ccc(-c2ccc(Cl)cc2)nn1)N1CCCc2ccccc21	3.0	-2.9	-4.1	1.3	0.0	122.0	25.4	99.0	-20.4
COc1cccc(CN(C)CC2CCCN(CCc3ccc(Cl)cc3)C2)c1OC (stereo not drawn)	2.2	-6.6	-5.0	3.5	17.0	113.0	31.0	139.0	6.8
C=CCOC(=O)C1=C(C)NC(SCC(=O)Nc2ccccc2)=C(C#N)C1c1ccco1 (stereo not drawn)	-1.4	-48.5	10.6	3.1	-2.0	106.0	14.5	108.0	21.9
OCCOCCn1c(-c2ccccc2)nc(=S)c2c1CCCC2	-3.5	-12.5	.	2.8	-3.0	96.0	-21.5	102.0	26.0
CCC1(CC)NC(=O)N(CC(=O)N2N=C(c3ccc(Cl)cc3)CC2c2ccco2)C1=O (stereo not drawn)	-3.1	7.3	10.9	-3.3	-19.0	70.0	-1.9	76.0	4.3
O=C(NCc1ccc(Cl)cc1)c1cnn2ccccc12	1.9	-10.5	-5.1	-5.2	-7.0	100.0	-15.2	98.0	14.0
CCc1nn(CC(=O)N2CCC(C)CC2)c(=O)c2cccn12	0.4	4.1	3.6	6.5	10.0	105.0	-0.1	105.0	8.7
O=C(N/N=C/c1c(O)n(-c2ccccc2Cl)c(=O)c2ccccc12)c1cccnc1	.	-9.3	20.0	-4.2	-6.0	104.0	8.5	92.0	4.6
O=C(CN1C(=O)NC2(CCCCCC2)C1=O)NC1CCCCCCC1	-1.7	0.0	-1.3	-0.3	4.0	103.0	9.2	99.0	10.9
CN1CCN(C(=O)/C=C\C(=O)O)CC1	-2.8	-5.5	-4.2	0.7	-1.0	95.0	16.7	95.0	-3.8
Cc1ccccc1NC(=O)NC1CCCCC1C (stereo not drawn)	-5.9	1.7	4.6	4.3	7.0	103.0	-0.5	109.0	9.2
CCCCN(CC)CCCNC(=S)Nc1ccc2nc(N3CCN(CC)CC3)cc(C)c2c1	-6.7	-7.1	-10.4	8.6	16.0	115.0	6.4	138.0*	23.9
CC1(C)CC(=O)C(N=Nc2ccc(OC(F)F)cc2)=C(O)C1	4.5	14.9	0.2	0.2	-1.0	108.0	-3.4	92.0	3.2
O=C1C(NS(=O)(=O)c2ccccc2)=C(N2CCN(c3ccc(F)cc3)CC2)C(=O)c2ccccc21	-3.2	-8.3	0.9	4.8	4.0	103.0	4.7	101.0	29.3
CC1=C(C(=O)Nc2ccccc2C)C(c2cccs2)NC(=S)N1 (stereo not drawn)	-0.5	12.1	3.1	3.4	-1.0	104.0	12.7	103.0	0.4

Overlap with the part before: 3 compounds, followed by the next part.
SMILES	IDE cell inh	pCIP destab	M18AAP inhibitor	IDE act	MEKK2mut PB1 HTS	MEKK3 PB1 HTS	NALP1 inh	MEKK2wt PB1 HTS	UBC9 SUMO inh
CC1(C)CC(=O)C(N=Nc2ccc(OC(F)F)cc2)=C(O)C1	4.5	14.9	0.2	0.2	-1.0	108.0	-3.4	92.0	3.2
O=C1C(NS(=O)(=O)c2ccccc2)=C(N2CCN(c3ccc(F)cc3)CC2)C(=O)c2ccccc21	-3.2	-8.3	0.9	4.8	4.0	103.0	4.7	101.0	29.3
CC1=C(C(=O)Nc2ccccc2C)C(c2cccs2)NC(=S)N1 (stereo not drawn)	-0.5	12.1	3.1	3.4	-1.0	104.0	12.7	103.0	0.4
O=C(O)c1cccc(S(=O)(=O)N2CCN(c3ccccn3)CC2)c1	.	-7.7	-11.4	1.5	2.0	107.0	16.9	109.0	1.3
O=C1Nc2ccc([N+](=O)[O-])cc2OC1CCN1CCN(Cc2ccc3c(c2)OCO3)CC1 (stereo not drawn)	-2.7	-8.4	-1.3	5.3	-8.0	79.0	9.5	78.0	5.3
FC(F)(F)c1ccc(-n2cnc3ccccc32)nc1	6.1	-13.8	1.8	4.2	-2.0	98.0	14.6	100.0	20.9
C=CCn1c(SCc2ccccc2C#N)nnc1-c1ccccc1O	4.9	-12.0	4.6	2.8	-5.0	95.0	14.2	94.0	2.6
CC(=O)OCC1OC(c2ccccc2)C(OC(C)=O)C(OC(C)=O)C1OC(C)=O (stereo not drawn)	7.1	1.8	-3.7	-5.4	8.0	109.0	.	109.0	-0.9
CN(C(=O)c1ccc2c(c1)C(=O)N(CCC1=CCCCC1)C2=O)C1CCCCC1	8.4	-11.0	-10.9	7.7	11.0	114.0	4.8	107.0	-1.6
O=C(Nc1ccc(S(=O)(=O)Nc2ncccn2)cc1)c1cccc(S(=O)(=O)N2CCOCC2)c1	2.4	-6.7	6.4	1.1	8.0	108.0	6.6	106.0	-12.8
CCN(CCN(C)C)C(=O)c1ccc2c(c1NCCO)C(=O)c1ccccc1C2=O	1.3	-7.7	-0.8	0.5	-5.0	90.0	4.8	94.0	-11.2
CCn1c(O)c(/C=N/N=C2CCCCC2)c2cc(C3=NNC(=O)CC3)ccc21	-4.7	-2.1	5.1	1.8	0.0	108.0	19.0	108.0	-14.1

This is a subset; rates above refer to the full screens.
